# Tb PFK block = T. brucei PFK enzyme inhibition; T. brucei PFK, ADP-Glo luminescence; Potency, µM (highest dose often 57.5 µM), for inactives: top-dose activity, negative = inhibition, usual class: inhibitors; actives 0.17% (n = 330,000);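 further: potency means the concentration at half of the fitted maximal effect; 0% = uninhibited 1x PFK enzyme wells and -100% = no-enzyme wells; nearly all actives have a fitted effect of over 60% in size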
#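 PFK 1.25 nM, F6P 0.5 mM, ATP 0.1 mM, 0.1 M TEA pH 8.0, 5 mM MgCl2, 0.01% Tween20, 0.1% BSA; 45 min RT. ADP-Glo readout. qHTS titration up to 57 uM; curves fitted, compounds curve-classed.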
# NPC1 prom act = NPC1 promoter activation. Potency, µM (titrated, usually from 9.22 µM), for the others: top-dose activation, hits mostly activators. actives 2.4% (n = 320,000). Huh7 NPC1 promoter luciferase reporter, 24 h;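 further: potency means the concentration at half of the fitted maximal effect; % of control where 0% means no effect; nearly all actives have a fitted effect of over 60% in size; reporter is driven by a mutant NPC1 promoter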
#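 Cells: Huh7 expressing luciferase under the NPC1 promoter, 1500/well. Seeded 2 h, compound added, incubated 24 h at 37 °C. Luciferase reagent, 10 min ambient, then luminescence.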
# FLuc modulator = firefly luciferase modulation, counter-screen for miR-21 project | P08659 | Potency, µM (top dose mostly 57.5 µM), without a hit: at the highest dose activity change, negative = inhibition, hits mostly inhibitors | actives 6.9% (n = 360,000) | AID 588342 | purified FLuc, Km substrates, luminescence inhibition;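 further: potency means the concentration at half of the fitted maximal effect; plate controls were vehicle for no effect and reference inhibitor for full effect; nearly all actives have a fitted effect of over 55% in size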
# Target sequence (P08659 whole entry, looked up): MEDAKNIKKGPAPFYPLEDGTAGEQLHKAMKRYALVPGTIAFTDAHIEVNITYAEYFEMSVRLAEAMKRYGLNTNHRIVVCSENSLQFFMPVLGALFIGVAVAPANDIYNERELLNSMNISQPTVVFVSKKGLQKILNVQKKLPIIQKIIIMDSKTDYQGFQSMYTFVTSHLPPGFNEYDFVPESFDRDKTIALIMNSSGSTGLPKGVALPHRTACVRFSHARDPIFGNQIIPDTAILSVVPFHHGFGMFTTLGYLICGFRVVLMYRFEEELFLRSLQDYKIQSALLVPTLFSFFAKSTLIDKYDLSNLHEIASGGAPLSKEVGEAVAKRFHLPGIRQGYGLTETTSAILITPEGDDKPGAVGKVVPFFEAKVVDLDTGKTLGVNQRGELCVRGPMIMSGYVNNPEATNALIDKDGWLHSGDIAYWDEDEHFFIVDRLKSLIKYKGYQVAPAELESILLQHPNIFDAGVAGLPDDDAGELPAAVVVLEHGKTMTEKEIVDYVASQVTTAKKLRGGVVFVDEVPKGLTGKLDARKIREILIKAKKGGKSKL
#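 Biochemical qHTS of compounds, final roughly 60 µM downward over six points, against 10 nM purified firefly luciferase using Km concentrations of substrates (10 uM D-luciferin, 10 uM ATP) in Tris acetate pH 7.5 buffer; luminescence output.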
# uPA generation = cell surface uPA generation inhibition; cell surface uPA generation assay, qHTS; Potency, µM (series often up to 38.3 µM), for the others: at the top dose activity change, negative = inhibition, most hits filed as inhibitors; actives 0.31% (n = 330,000); AID 540303; active means well fitted inhibition curve with a large enough effect; inconclusive means small, poorly fitted or top-dose-only effect; inactive means no such curve, though single readings can be large or run the other way; tested in mouse RAW 264.7 cells; further: potency means the concentration at half of the fitted maximal effect; on the % scale 0 is the no-effect control and ±100 the full control effect; nearly all actives have a fitted effect of over 55% in size
# Gal4-VP16 FLuc = inhibits Gal4-VP16 luciferase reporter, ROR gamma counter-screen; Drosophila S2 Gal4-VP16 UAS-luciferase, luminescence, 20 h; actives 3.5% (n = 310,000); Potency, µM (titrated, usually from 53.6 µM), inactives show at the top dose activity, negative = inhibition, most hits filed as inhibitors;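 further: Gal4-VP16 expression switched on by copper sulfate through the metallothionein promoter; potency means the concentration at half of the fitted maximal effect; on the % scale 0 is the no-effect control and ±100 the full control effect; nearly all actives have a fitted effect of over 50% in size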
# Rab9 prom act = Rab9 promoter activation | actives 2.8% (n = 320,000) | Potency, µM (series often up to 9.22 µM), for the others: top-dose activation, negative = inhibition, most hits filed as activators | AID 485297 | Huh7 Rab9 promoter-luciferase reporter, luminescence, 24 h; further: potency means the concentration at half of the fitted maximal effect; % of control where 0% means no effect; nearly all actives have a fitted effect of over 60% in size
#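 Rab9 promoter-driven luciferase in stably transfected Huh7 cells; 1500 cells/well rested 2 h, exposed to compound in DMSO for 24 h at 37 °C, 5% CO2. Luminescence read 10 min after adding luciferase reagent at ambient temperature.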
# RORgamma inh = ROR gamma (mouse) transcription inhibition | P51450 | Drosophila S2 Gal4-RORgamma UAS-luciferase reporter, 20 h | Potency, µM (series often up to 53.6 µM), for the others: at the top dose activity change, negative = inhibition, usual class: inhibitors | actives 5.4% (n = 310,000) | AID 2551; further: potency means the concentration at half of the fitted maximal effect; on the % scale 0 is the no-effect control and ±100 the full control effect; nearly all actives have a fitted effect of over 60% in size
#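 Luminescence from a UAS-regulated Photinus luciferase reporter in stably transfected Drosophila Schneider cells is measured; decreased signal marks ROR gamma inhibition. Fusion expression is induced by 700 uM copper sulfate for 20 hr.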
# FBPA coupling cs = inhibits coupling enzyme system, counter-screen for aldolase hits; coupling enzyme system counterscreen, AmpLite Red fluorescence; actives 0.67% (n = 290,000); activity change, negative = inhibition, % at 58.2 µM, hits read low; in the data active means activity change below about -30%; further: on the % scale 0 is the no-effect control and ±100 the full control effect
#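 Activity here indicates interference with the coupling reaction, not aldolase inhibition. Compounds at 57.5 uM final met coupling enzymes for 10 min at RT; substrate and AmpLite Red detection followed, with a 525/598 nm fluorescence read after 20 min.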
# ELG1 genotoxic = inducers of genotoxicity in HEK293T ELG1-luciferase cells. HEK293T ELG1-luciferase reporter, luminescence, 16 h. Potency, µM (titrated, usually from 46 µM), inactives show at the highest dose activity change, positive = activation, most hits filed as activators. actives 1.3% (n = 330,000). AID 504466; further: potency means the concentration at half of the fitted maximal effect; % of control where 0% means no effect; nearly all actives have a fitted effect of over 60% in size
#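 Cells (2,000/well) expressing the ELG1-luciferase fusion are dosed by pin tool and kept 16 hr at 37 °C, 5% CO2. Signal comes from ONE-Glo luciferase reagent after 30 min at room temperature.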
# KCNH2 3.1 block = blocks the human KCNH2 3.1 channel isoform; U2OS KCNH2 3.1, thallium flux FluxOr; active compounds read low; activity change, % (tested at about 1.8 µM); actives 0.95% (n = 340,000); AID 720553;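 active means maximum activity change below -70%; inconclusive means maximum activity change from -70% to -50%; inactive means maximum activity change above -50%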;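 further: thallium influx rate constant from kinetic fluorescence after stimulation buffer; on the % scale 0 is the no-effect control and ±100 the full control effect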
#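 U2OS cells transduced with KCNH2 3.1 mutant virus (1.77 x 10^8 /mL, 4 h), plated overnight at 37 C, loaded 45 min with FluxOr dye plus Red40 quencher. Thallium flux rate constant from kinetic reads after stimulation buffer, normalised to controls.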
# Giardia kill = kills Giardia lamblia; Giardia lamblia trophozoite viability; activity change, % at 7.66 µM, hits read low; actives 0.15% (n = 340,000); AID 540267; in the data active means activity change below about -80%; inconclusive means between about -30% and that limit;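 further: parasites exposed to compound for two days anaerobically before the ATP read; on the % scale 0 is the no-effect control and ±100 the full control effect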
#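 Media and compound were dispensed first, then trophozoites at 100 cells/well; plates sat 48 hrs at 37 deg C without oxygen before ATP luminescence reagent was added and read after 15-30 min at room temperature.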
# Active calls of the source: *; ? = inconclusive; nt = no result given; [ ] = another dose, or the depositor's remark. Unless noted, the call rests on the fitted dose curve; in most records, active means well fitted curve in the direction sought with a large enough effect; inconclusive means small, poorly fitted or top-dose-only effect, or another doubt; inactive means no such curve, though single readings can be large; an effect the other way counts as inactive or inconclusive.
compound,Tb PFK block,NPC1 prom act,FLuc modulator,uPA generation,Gal4-VP16 FLuc,Rab9 prom act,RORgamma inh,FBPA coupling cs,ELG1 genotoxic,KCNH2 3.1 block,Giardia kill
CCN(C(=O)c1cc(S(=O)(=O)N2CCc3ccccc32)cn1C)c1ccccc1,-10%,-2%,1%,7%,11%,1%,?,-2,-4%,-5,-15
CCn1c(SCC(=O)Nc2cc(C)on2)nnc1-c1ccc(S(=O)(=O)N2CCN(C)CC2)cc1,-3%,-2%,0%,0%,-8%,1%,3%,1,1%,-2,2
COc1ccc(CC(=O)NNS(=O)(=O)c2cccc([N+](=O)[O-])c2)cc1OC,0%,-1%,1%,-1%,-2%,0%,-25%,2,4%,-4,6
CN1CCN(NC(=O)c2cccc(S(=O)(=O)N3CCCCCC3)c2)CC1,-1%,-2%,6%,-16%,3%,2%,9%,1,4%,-2,-14
CCN(CC)CCOc1ccc2c(c1)C(=NO)c1cc(OCCN(CC)CC)ccc1-2,-7%,1%,1%,?,-17%,-9%,-23%,-1,?,-5,-3
O=C(NC1(O)C(=O)c2ccccc2C1=O)c1c(Cl)cccc1Cl,19%,-1%,-1%,0%,-9%,9%,12%,-17,-1%,17,34[activator]
O=C(CCc1ccc(S(=O)(=O)NCCc2ccccc2)cc1)Nc1ccc2c(c1)OCCO2,1%,-1%,0%,-8%,-5%,0%,34%,2,-2%,3,3
Cc1noc(C)c1CSc1nc2ccccc2nc1NS(=O)(=O)c1ccc(Cl)cc1,0%,-1%,?,-17%,-21%,-7%,?,16,-34%[inhibitor],11,-18
CCOc1ccc(Nc2nc(Cc3nnc(SCC(=O)NC4CCCC4)n3C)cs2)cc1,-2%,7%,-4%,-1%,2%,-1%,-27%,0,1%,6,-13
Cc1ccc[n+](C(C)C(=O)c2ccc(Cl)cc2)c1 (stereo not given),0%,0%,1%,-3%,nt,1%,nt,-1,-4%,0,15
Nc1nonc1-n1nnc(C(=O)c2ccccc2)c1-c1ccccc1,0%,-2%,-1%,4%,2%,-2%[1.84 µM],32%,4,-5%,-8,21
COc1ccc(OCC(O)CN2CCC(CN3C(=O)c4cccc5cccc(c45)C3=O)CC2)cc1 (stereo not given),1%,2%,1%,-4%,-12%,-1%,14%,-2,-1%,-43,16
CCOc1ccccc1NC(=O)c1cc(S(=O)(=O)N2CCC3(CC2)OCCO3)ccc1F,0%,-3%,2%,4%,-6%,-5%,7%,0,1%,1,7
CCCCNC1c2ccccc2C(=O)N1Cc1ccccc1 (stereo not given),1%,0%,7%,2%,-12%,2%,?,0,-4%,-17,-2
CN(C)S(=O)(=O)c1cc(NC(=O)CSc2cccc[n+]2[O-])ccc1Cl,0%,-4%,nt,-22%,nt,-5%,nt,nt,-1%,9,14
Cc1nn(CC(=O)NC2CCC(C)CC2)c(C)c1[N+](=O)[O-] (stereo not given),0%,1%,nt,-20%,nt,-1%,nt,nt,1%,7,2
Cc1ccc(NC(=O)CN2C(=O)S/C(=C\c3ccc(C(=O)O)cc3)C2=O)cc1,-2%,2%,-7%,1%,-7%,5%,10%[1.91 µM],5,-2%,13,9
CCCCn1c(N)c(N(CCOC)C(=O)c2cc(C)oc2C)c(=O)[nH]c1=O,-8%,0%,3%,0%,nt,-4%,nt,nt,1%,0,27

# Quoted from the listing (eleven entries):
compound,Tb PFK block,NPC1 prom act,FLuc modulator,uPA generation,Gal4-VP16 FLuc,Rab9 prom act,RORgamma inh,FBPA coupling cs,ELG1 genotoxic,KCNH2 3.1 block,Giardia kill
Cc1noc(C)c1CSc1nc2ccccc2nc1NS(=O)(=O)c1ccc(Cl)cc1,0%,-1%,?,-17%,-21%,-7%,?,16,-34%[inhibitor],11,-18
CCOc1ccc(Nc2nc(Cc3nnc(SCC(=O)NC4CCCC4)n3C)cs2)cc1,-2%,7%,-4%,-1%,2%,-1%,-27%,0,1%,6,-13
Cc1ccc[n+](C(C)C(=O)c2ccc(Cl)cc2)c1 (stereo not given),0%,0%,1%,-3%,nt,1%,nt,-1,-4%,0,15
Nc1nonc1-n1nnc(C(=O)c2ccccc2)c1-c1ccccc1,0%,-2%,-1%,4%,2%,-2%[1.84 µM],32%,4,-5%,-8,21
COc1ccc(OCC(O)CN2CCC(CN3C(=O)c4cccc5cccc(c45)C3=O)CC2)cc1 (stereo not given),1%,2%,1%,-4%,-12%,-1%,14%,-2,-1%,-43,16
CCOc1ccccc1NC(=O)c1cc(S(=O)(=O)N2CCC3(CC2)OCCO3)ccc1F,0%,-3%,2%,4%,-6%,-5%,7%,0,1%,1,7
CCCCNC1c2ccccc2C(=O)N1Cc1ccccc1 (stereo not given),1%,0%,7%,2%,-12%,2%,?,0,-4%,-17,-2
CN(C)S(=O)(=O)c1cc(NC(=O)CSc2cccc[n+]2[O-])ccc1Cl,0%,-4%,nt,-22%,nt,-5%,nt,nt,-1%,9,14
Cc1nn(CC(=O)NC2CCC(C)CC2)c(C)c1[N+](=O)[O-] (stereo not given),0%,1%,nt,-20%,nt,-1%,nt,nt,1%,7,2
Cc1ccc(NC(=O)CN2C(=O)S/C(=C\c3ccc(C(=O)O)cc3)C2=O)cc1,-2%,2%,-7%,1%,-7%,5%,10%[1.91 µM],5,-2%,13,9
CCCCn1c(N)c(N(CCOC)C(=O)c2cc(C)oc2C)c(=O)[nH]c1=O,-8%,0%,3%,0%,nt,-4%,nt,nt,1%,0,27

# Reformatted with values under each structure: 2 of the compounds above.
# Value order – Tb PFK block, NPC1 prom act, FLuc modulator, uPA generation, Gal4-VP16 FLuc, Rab9 prom act, RORgamma inh, FBPA coupling cs, ELG1 genotoxic, KCNH2 3.1 block, Giardia kill
CCCCNC1c2ccccc2C(=O)N1Cc1ccccc1 (stereo not given)
    1%, 0%, 7%, 2%, -12%, 2%, ?, 0, -4%, -17, -2
CCOc1ccc(Nc2nc(Cc3nnc(SCC(=O)NC4CCCC4)n3C)cs2)cc1
    -2%, 7%, -4%, -1%, 2%, -1%, -27%, 0, 1%, 6, -13

# Bioassay records (PubChem)
